MBD2 inh: MBD2-methylated oligo binding inhibition; Q9UBB5; TR-FRET, MBD2 binding to methylated oligonucleotide; inhibition, % at 4.4 µM; hit rate 0.31% among 370,000; AID 686964; in the data active = inhibition above about 13%
ADAM17 inh: inhibitors of human ADAM17. P78536. recombinant ADAM17, EDANS/DABCYL FRET peptide cleavage. inhibition, % at 6.95 µM. hit rate 0.83% among 370,000. AID 720648;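 active = inhibition above the mean of compounds lying between control limits plus 3 SD, set per campaign, cut at about 8.5% in these data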;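 note: 0% = DMSO-only wells as the low control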
KLK7 zymogen act: activators of human kallikrein-7 zymogen | purified proKLK7, EDANS-DABCYL substrate fluorescence; 100% is mature enzyme control, 0% vehicle | activation, % at 7 µM | P49862 | hit rate 0.9% among 370,000 | AID 652039;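 active = activation above the mean of all tested compounds plus 3 SD, computed per campaign excluding outliers beyond control limits, cut at about 13% in these data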
ARFGAP1 inh: inhibits rat ARF GTPase activating protein 1; hit rate 0.26% among 360,000; Arfgap1-stimulated ARF1 GTP hydrolysis, GDP FP detection; inhibition, % at 16.5 µM; Q62848; AID 651572;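 active = inhibition above a per-plate limit, mean inhibition of low control wells plus 3 SD, cut at about 25% in these data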;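 note: 0% = DMSO wells with enzyme and 100% = wells lacking Arfgap1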
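Assay system: purified rat His6-Arfgap1 residues 1-136 (GAP domain); Reagent: human Δ17 ARF1 bound to GTP; Dosing: 16.5 µM single point, 1.26% DMSO; Times: GTP hydrolysis reaction 2 h at 25 °C; Signal: FP, GDP Alexa 633 tracer displaced from anti-GDP antibody, 620/688 nm; Measure: % inhibition from polarization.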
DDE Tn6 FP inh: DD(E)-Tn6 binding inhibition, primary FP screen. Fibrin DD(E) TRITC-Tn6 fluorescence polarization displacement. inhibition, % at 8.3 µM. hit rate 0.21% among 370,000;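 active = inhibition above a per-campaign cutoff: mean of compounds within control limits plus 3 SD, cut at about 15% in these data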;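 note: 0% = median of all compound wells on the plate and 100% = blocking peptide control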
UHRF1 MBD2 ctr: human UHRF1 methylated DNA binding inhibitors. UHRF1 binding to methylated oligo, TR-FRET. Q96T88. hit rate 0.75% among 370,000. inhibition, % at 4.4 µM. AID 687016; in the data active = inhibition above about 21%;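 note: UHRF1 SRA domain binding a hemimethylated CpG hairpin DNA probe; 0% = median of test compound wells and 100% = reference inhibitor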
PLC-beta3 inh: PLC-beta3 (human) inhibition, primary screen; Purified PLC-beta3, fluorogenic substrate, fluorescence; inhibition, % at 12.2 µM; hit rate 0.18% among 370,000; in the data active = inhibition above about 11%;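 note: 0% = median of compound wells on plate and 100% = full blocker control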
ASAP1 inh: ASAP1 ArfGAP inhibition | hit rate 0.19% among 360,000 | Q9ULH1 | inhibition, % at 16.5 µM | ASAP1-stimulated ARF1 GTP hydrolysis, GDP FP detection; in the data active = inhibition above about 25%;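 note: 0% = vehicle with enzyme and substrate and 100% = no enzyme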
PLCg1 inh: blocks human PLC-gamma1 enzyme activity. inhibition, % at 12.2 µM. purified PLC-gamma1, fluorogenic substrate, fluorescence. hit rate 0.84% among 370,000; in the data active = inhibition above about 9.5%
Target sequence (P19174 whole entry, looked up): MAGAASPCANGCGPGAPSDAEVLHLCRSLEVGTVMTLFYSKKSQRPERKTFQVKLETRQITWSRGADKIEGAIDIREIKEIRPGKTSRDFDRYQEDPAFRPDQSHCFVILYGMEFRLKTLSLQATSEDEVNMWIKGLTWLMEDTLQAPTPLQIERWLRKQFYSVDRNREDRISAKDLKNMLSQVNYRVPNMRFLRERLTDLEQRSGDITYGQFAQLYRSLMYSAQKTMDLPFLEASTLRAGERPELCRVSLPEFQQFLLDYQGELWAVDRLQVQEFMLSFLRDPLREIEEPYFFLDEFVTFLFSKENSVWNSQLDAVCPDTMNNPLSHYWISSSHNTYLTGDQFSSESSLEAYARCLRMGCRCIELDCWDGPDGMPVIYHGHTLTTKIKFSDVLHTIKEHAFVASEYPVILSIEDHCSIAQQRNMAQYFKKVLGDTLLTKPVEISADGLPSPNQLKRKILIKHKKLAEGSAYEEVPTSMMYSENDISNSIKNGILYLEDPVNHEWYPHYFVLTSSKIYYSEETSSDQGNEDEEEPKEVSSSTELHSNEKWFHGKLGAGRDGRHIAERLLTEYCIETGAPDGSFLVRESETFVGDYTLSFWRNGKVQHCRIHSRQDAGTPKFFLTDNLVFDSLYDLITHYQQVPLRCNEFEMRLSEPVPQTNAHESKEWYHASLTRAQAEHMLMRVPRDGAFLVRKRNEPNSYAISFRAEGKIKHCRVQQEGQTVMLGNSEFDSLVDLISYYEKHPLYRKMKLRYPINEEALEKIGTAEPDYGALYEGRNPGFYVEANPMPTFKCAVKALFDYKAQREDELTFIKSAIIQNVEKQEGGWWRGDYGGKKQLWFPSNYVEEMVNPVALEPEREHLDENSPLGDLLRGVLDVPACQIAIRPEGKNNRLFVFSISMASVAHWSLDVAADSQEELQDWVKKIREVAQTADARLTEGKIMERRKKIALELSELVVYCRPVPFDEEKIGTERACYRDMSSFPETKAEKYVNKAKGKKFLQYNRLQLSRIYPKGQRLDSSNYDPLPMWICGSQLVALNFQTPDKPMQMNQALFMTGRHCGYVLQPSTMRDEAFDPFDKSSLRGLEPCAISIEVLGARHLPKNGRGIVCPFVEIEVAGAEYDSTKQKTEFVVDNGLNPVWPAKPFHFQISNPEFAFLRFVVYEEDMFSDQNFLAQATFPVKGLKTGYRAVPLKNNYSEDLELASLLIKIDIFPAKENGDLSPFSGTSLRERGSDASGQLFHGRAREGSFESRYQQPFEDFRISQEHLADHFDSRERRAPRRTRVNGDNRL
Tn7 DDE FP: disrupts Tn7 cyclic peptide binding to fibrin D-Dimer-E complex | hit rate 0.13% among 370,000 | P02675 | AID 720508 | inhibition, % at 8.3 µM | FP displacement of FITC-Tn7 peptide from fibrin DD(E); 0% = median of compound wells per plate;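 active = inhibition above the mean of compounds falling within the control limits plus 3 SD of them, cut at about 14% in these data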;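 note: 0% = plate median of compound wells and 100% = 10 µM Aha-Tn7 peptide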
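Measure: % inhibition scaled between sample-field median and high-control FP; Test system: human fibrin DD(E); Quantity: 2 µM final DD(E) protein; Doses: one dose, 8.3 µM nominal; Schedule: compound with protein 10 min, then 3 h after probe, room temperature; Detection: fluorescence polarization; Medium: Tris buffer with calcium and detergent, pH 7.8.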
Numbers without * were called inactive; nt = no result given.

Sample of the layout (6 entries):
ASAP1 inh,PLC-beta3 inh,UHRF1 MBD2 ctr,DDE Tn6 FP inh,Compound,ADAM17 inh,ARFGAP1 inh,Tn7 DDE FP,MBD2 inh,KLK7 zymogen act,PLCg1 inh
-13,-6,0,-13,CCCCCCCCCCOC(=O)Cn1c(COc2ccc(C)cc2)[n+](C)c2ccccc21,0,-9,4,0,0.9,-2
2,0,2,6,COc1ccc(OCC(=O)OCC(=O)NCc2ccco2)cc1,-2,3,-3,3,-0.4,1
nt,2,1,0,CC(C)[C@@H](CO)N1Cc2nnn(Cc3ccccc3)c2-c2ccccc2S1(=O)=O,-2,nt,5,-1,0.1,0
1,-1,-4,7,CC(Oc1ccc2c(-c3ccccc3)cc(=O)oc2c1)C(=O)NCCCn1ccnc1 (stereo unspecified),-2,-7,-2,3,0.1,0
4,2,-5,-14,Nc1cc(Cl)nc(N/N=C/c2ccc([N+](=O)[O-])cc2)n1,5,8,-5,-3,0.5,1
16,8,-1,0,CCCCCCCCCCCCCCCC(=O)NCCc1c[nH]c2ccccc12,-3,18,-6,-4,0.5,4

Main list, from the start:
ASAP1 inh,PLC-beta3 inh,UHRF1 MBD2 ctr,DDE Tn6 FP inh,Compound,ADAM17 inh,ARFGAP1 inh,Tn7 DDE FP,MBD2 inh,KLK7 zymogen act,PLCg1 inh
-13,-6,0,-13,CCCCCCCCCCOC(=O)Cn1c(COc2ccc(C)cc2)[n+](C)c2ccccc21,0,-9,4,0,0.9,-2
2,0,2,6,COc1ccc(OCC(=O)OCC(=O)NCc2ccco2)cc1,-2,3,-3,3,-0.4,1
nt,2,1,0,CC(C)[C@@H](CO)N1Cc2nnn(Cc3ccccc3)c2-c2ccccc2S1(=O)=O,-2,nt,5,-1,0.1,0
1,-1,-4,7,CC(Oc1ccc2c(-c3ccccc3)cc(=O)oc2c1)C(=O)NCCCn1ccnc1 (stereo unspecified),-2,-7,-2,3,0.1,0
4,2,-5,-14,Nc1cc(Cl)nc(N/N=C/c2ccc([N+](=O)[O-])cc2)n1,5,8,-5,-3,0.5,1
16,8,-1,0,CCCCCCCCCCCCCCCC(=O)NCCc1c[nH]c2ccccc12,-3,18,-6,-4,0.5,4
8,3,-5,1,COc1ccccc1N1C(=O)c2ccc(C(=O)Nc3nccs3)cc2C1=O,0,3,1,-4,0.2,1
6,2,0,0,CCn1nnc(-c2ccc(N)cc2)n1,0,10,1,-2,-0.2,2
18,-3,17,-1,Cc1ccccc1CN(c1ccc(C(=O)NCc2ccccn2)cc1)S(C)(=O)=O,1,0,-4,0,-0.3,3
nt,-5,2,-2,COC(=O)[C@]12C[C@H](CC(=O)N3CCCC3)C(=O)N(CCC3=CCCCC3)C1=C[C@H](C(C)C)O[C@@H]2C1CC1,-2,nt,4,-3,-0.7,4
-4,1,4,2,Cc1cccc(NC(=O)NNC(=O)c2c(Cl)c(C)nn2C)c1,2,0,-1,-4,-0.1,3
-19,-11,2,-1,CC(C)(CNC(=O)c1cccc(S(=O)(=O)N2CCCCC2)c1)N1CCOCC1,1,-10,7,5,-0.8,1
6,9,-3,0,O=C(O)CC(SCC(=O)Nc1ccccc1)C(=O)O (stereo unspecified),2,-6,-3,-4,-0.4,3
3,3,-1,2,CC(=O)Nc1cccc(-c2ccnc3c2CC(C(=O)Nc2ccccc2)O3)c1 (stereo unspecified),0,-4,-2,2,0.1,1
-13,1,4,0,C=CCn1c(=N)n(CC(=O)OCC)c2ccccc21,-4,4,2,2,-0.4,-2
5,-9,-2,-4,Cc1cc(C(=O)NCCC(C)C)c2ccccc2n1,-3,-8,-8,4,0.2,-1
-8,-2,-1,1,O=Cc1c(NCCN2CCOCC2)c2ccccc2[nH]c1=O,1,0,-2,2,0.4,3
11,-7,0,3,CN(CC(=O)Nc1ccc(N2CCOCC2)cc1)C(=O)CC(c1ccccc1)c1ccccc1,-4,7,2,0,-0.2,-4
-15,3,0,3,CC(=O)NC(C)(c1ccccc1)c1nc(-c2cccc(F)c2)cs1 (stereo unspecified),1,1,6,-5,-0.2,-2
-3,0,-3,0,CN(CCc1ccccc1)C(=O)c1ccc(NC(=O)Cc2ccc(NC(=O)C3CCN(C(=O)C4CC4)CC3)cc2)cc1,-1,13,0,-1,-0.4,-1
3,-1,-2,1,COc1ccc(CCNC(=O)NS(=O)(=O)c2ccc(C)cc2)cc1OC,4,4,0,-1,-0.2,-2
-10,4,-1,1,C#CC[N+](C)(C)CCN1C(=O)C2C(c3ccccc3)C=CC(c3ccccc3)C2C1=O (stereo unspecified),0,-5,-8,1,0.0,1
4,-5,5,8,COc1cc2cc[n+](Cc3ccc([N+](=O)[O-])cc3)cc2cc1OC,-4,-8,2,0,0.1,-1
-7,-12,-3,-7,CCOC(=O)c1cc(-c2csc(N/N=C/c3ccccc3Cl)n2)on1,0,-9,8,0,0.6,-2
-1,2,6,4,Cn1c(=O)c2cc(S(=O)(=O)NCCC(=O)NCC3CCCO3)ccc2n(C)c1=O (stereo unspecified),-3,11,0,3,0.0,-2
-12,-3,-1,-13,CCOCCCNC(=O)Cc1cc(=O)[nH]c(=O)[nH]1,2,5,-5,2,0.2,1
0,-1,-3,4,COc1ccc(OC)c(C(C(=O)NCc2ccco2)N(C(=O)Cn2nnc3ccccc32)C(C)C)c1 (stereo unspecified),-3,-9,-3,5,-0.1,0
0,1,0,4,Cc1ccc(NC(=O)CSc2nc3ccccc3c3nc(CCn4cncc4C)nn23)c(C)c1,3,-3,-5,-2,0.2,3
-11,-8,-3,-5,CC(C)CN(C(=O)c1ccco1)c1nc2ccccc2s1,0,-1,0,-3,0.6,-1
-4,5,2,7,CNC(=S)/N=C(\Nc1ccc(C)cc1)c1ccccc1,-4,-2,-1,-1,0.0,5

Entries of single compounds from above.
CC(Oc1ccc2c(-c3ccccc3)cc(=O)oc2c1)C(=O)NCCCn1ccnc1 (stereo unspecified) across the screens: ASAP1 inh: 1; PLC-beta3 inh: -1; UHRF1 MBD2 ctr: -4; DDE Tn6 FP inh: 7; ADAM17 inh: -2; ARFGAP1 inh: -7; Tn7 DDE FP: -2; MBD2 inh: 3; KLK7 zymogen act: 0.1; PLCg1 inh: 0
CC(C)(CNC(=O)c1cccc(S(=O)(=O)N2CCCCC2)c1)N1CCOCC1 across the screens: ASAP1 inh: -19; PLC-beta3 inh: -11; UHRF1 MBD2 ctr: 2; DDE Tn6 FP inh: -1; ADAM17 inh: 1; ARFGAP1 inh: -10; Tn7 DDE FP: 7; MBD2 inh: 5; KLK7 zymogen act: -0.8; PLCg1 inh: 1

(next part)
ASAP1 inh,PLC-beta3 inh,UHRF1 MBD2 ctr,DDE Tn6 FP inh,Compound,ADAM17 inh,ARFGAP1 inh,Tn7 DDE FP,MBD2 inh,KLK7 zymogen act,PLCg1 inh
-10,3,0,7,CC1(C)NC(=O)N(CC(=O)OCC(=O)NC(=O)c2ccccc2)C1=O,4,1,-5,-2,-0.5,3
-5,-11,-2,-1,COc1ccccc1NS(=O)(=O)c1cccc(C(=O)N/N=C/c2ccc(OCC(=O)O)cc2)c1,3,1,-5,-3,-0.2,-4
-21,-3,0,-3,Cc1ccc(S(=O)(=O)NCC(=O)OCC(=O)Nc2cccc(S(=O)(=O)N3CCOCC3)c2)cc1,6,2,-2,-2,-1.2,5
1,6,1,0,N/C(=N\OS(=O)(=O)c1ccc2ccccc2c1)c1cccnc1,-1,13,-9,1,-0.1,0
-10,4,8,1,CN(C)c1nc(OCCNC(=O)COc2ccc(Cl)cc2Cl)nc(N2CCOCC2)n1,1,-2,-8,2,-0.3,4
1,-8,3,-6,O=C1CCCc2[nH]c3cccc(/C(=C/c4ccccc4)c4ccccc4)c3c21,1,8,-5,4,-2.1,-6
6,-6,-4,4,CCCN1CC(=O)N2C(c3cccc(OC)c3OC)c3[nH]c4ccccc4c3C[C@H]2C1=O (stereo partly specified),0,-10,-4,4,0.8,2
0,-14,-1,-3,CC(=O)Nc1cc(NC(C)=O)cc(C(=O)OCC(=O)c2ccc3c(c2)OCO3)c1,-5,10,-2,0,-0.1,-1
-10,-18,-3,5,O=C(CN1CCc2ccccc2C1)c1cccs1,-4,5,-1,4,0.1,-15
9,-2,-2,6,CCOc1ccc(NC(=O)CCC(=O)NNC(=O)Nc2cccc(Cl)c2)cc1,1,-5,3,0,0.0,0
-10,4,-3,1,C#CC1(NC(=O)N(C)C)CCCCC1,-1,-26,3,2,0.8,1
-14,-5,-1,3,Nn1cc(-c2ccccc2)nc1SCC(=O)NCC1CCCO1 (stereo unspecified),0,6,-8,-4,0.1,-2
-3,3,0,1,Cc1ccc(-n2c(SCC(=O)NCc3ccco3)nc3c(sc4ccccc43)c2=O)cc1,1,-4,6,-1,0.1,6
-2,-2,4,-2,Cc1ccc(CNC(=O)COC(=O)c2cccnc2Cl)cc1,-2,-5,13,3,-0.2,1
8,3,-1,1,COCCN1Cc2cccc(C(=O)NCc3ccccc3OC)c2C1=O,2,0,6,-3,0.1,0
5,3,-2,-7,Cn1c(=O)c2c(ncn2CC(=O)NC[C@H]2O[C@@H](n3cnc4c(N)ncnc43)[C@H](O)[C@@H]2O)n(C)c1=O,3,2,1,3,-0.1,3
4,0,-1,10,CCOC(=O)NC(NCC(O)c1ccccc1)(C(F)(F)F)C(F)(F)F (stereo unspecified),1,3,0,5,-0.4,0
